hIAP block: human IAP inhibition | AID 2544 | inhibition, % at 10 µM | 330,000 tested, 0.12% active | purified IAP, CDP-Star luminescence, 30 min;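 active = inhibition reaching a set limit with compound at 10 µM in the primary screen, cut at about 35% in these data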;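 also: plate controls were DMSO wells with enzyme for no effect and no-enzyme buffer wells for full effect; values of inactives mirror those of a sister screen read the other way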
Target sequence (P09923 whole entry, looked up): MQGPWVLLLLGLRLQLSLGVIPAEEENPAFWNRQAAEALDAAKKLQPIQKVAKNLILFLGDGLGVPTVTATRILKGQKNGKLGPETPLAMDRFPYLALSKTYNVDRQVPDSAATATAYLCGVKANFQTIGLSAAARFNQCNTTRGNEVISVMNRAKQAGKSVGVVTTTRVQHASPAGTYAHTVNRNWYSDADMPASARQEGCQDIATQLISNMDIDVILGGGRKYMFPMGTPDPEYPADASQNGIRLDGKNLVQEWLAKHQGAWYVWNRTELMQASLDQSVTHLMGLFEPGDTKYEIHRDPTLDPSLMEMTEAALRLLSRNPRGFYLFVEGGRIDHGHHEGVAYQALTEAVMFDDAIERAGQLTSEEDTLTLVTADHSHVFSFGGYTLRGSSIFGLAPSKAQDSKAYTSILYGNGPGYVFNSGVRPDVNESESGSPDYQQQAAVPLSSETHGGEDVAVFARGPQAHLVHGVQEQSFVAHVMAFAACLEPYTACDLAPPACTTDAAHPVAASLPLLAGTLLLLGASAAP
mIAP act: increases mouse intestinal alkaline phosphatase activity; muIAP, CDP-Star luminescence, 30 min; hits give high values; 1 = vehicle-only enzyme signal, 0 = enzyme-free wells; activation factor at 10 µM; 330,000 tested, 0.24% active; AID 2805;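 active = activation factor of at least 2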; also: the source names both 10 and 20 µM as test concentration; values of inactives mirror those of a sister screen read the other way
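also added = chemiluminescent substrate CDP-Star | test system = mouse IAP enzyme | signal = chemiluminescence readout | compound = DMSO-dissolved test compounds | incubation = 30 min at room temperature | benchmarks = DMSO wells, no-enzyme wells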
hIAP activ: human IAP activation; purified human IAP, CDP-Star luminescence, 30 min; hits give high values; 1 = vehicle-only enzyme, 0 = enzyme-free background; activation factor at 10 µM; 330,000 tested, 0.16% active; P09923;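 active = activation factor of the enzyme at least 2-fold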; also: the source names both 10 and 20 µM as test concentration; values of inactives mirror those of a sister screen read the other way
APOBEC3G inh: blocks human APOBEC3G single-stranded DNA deamination; recombinant A3G, ssDNA deamination FAM/TAMRA fluorescence; inhibition, % at 20 µM; 330,000 tested, 0.28% active; Q9HC16;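 active = inhibition of at least 40% at 20 µM, with no more than 30% in the related APOBEC3A deaminase screen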;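 also: plate controls were DMSO wells with A3G for no effect and wells lacking A3G enzyme for full effect; some compounds called inactive have numbers as strong as hits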
SENP1 FRET inh: SENP1 (human) catalytic domain inhibition. Q9P0U3. recombinant SENP1 catalytic domain, CyPet-SUMO1-YPet FRET cleavage. inhibition, % at 10 µM. 360,000 tested, 0.21% active. AID 624204;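 active = inhibition at least 30% at 10 µM, raw YFP signal under a set limit, fluorescence ratio 0.5 to 1.5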;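 also: 0% = enzyme with DMSO and 100% = no enzyme wells; some results filed as inactive read as strong as hits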
Target sequence (Q9P0U3 419-644 limits assumed): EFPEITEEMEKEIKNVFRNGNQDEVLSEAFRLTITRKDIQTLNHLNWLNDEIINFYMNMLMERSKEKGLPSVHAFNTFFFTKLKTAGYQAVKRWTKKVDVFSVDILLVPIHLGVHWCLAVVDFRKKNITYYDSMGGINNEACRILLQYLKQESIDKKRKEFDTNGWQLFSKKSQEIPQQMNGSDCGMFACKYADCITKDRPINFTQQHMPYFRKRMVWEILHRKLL
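Material – human SENP1 catalytic domain · Input – SENP1 enzyme, 20 pM final · Compound dosing – single concentration of 10 µM compound, 0.5% DMSO final · Timing – enzyme reaction for 50 min at room temperature, dark · Measured by – FRET fluorescence in CFP and YFP emission channels · Control set – no-enzyme wells low, DMSO-plus-enzyme wells high control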
mIAP block: mouse IAP inhibition; purified mouse IAP, CDP-Star luminescence, 30 min; AID 2806; inhibition, % at 10 µM; 330,000 tested, 0.2% active;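 active = inhibition of at least 40% at 10 µM in the primary screen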;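 also: plate controls were DMSO with enzyme for no effect and no enzyme wells for full effect; values of inactives mirror those of a sister screen read the other way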
beta cell repl: induces beta-cell replication in MIN6 cells; AID 2380; 330,000 tested, 0.29% active; MIN6 cells proliferation, ATPlite luminescence, 48 h; cells starved in 0.2% serum; 100% = growth in 10% serum; proliferation, % at 10 µM;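 active = compounds whose signal lies at least 3.5 SD above the mean of all wells on their plate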;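 also: 0% = DMSO-treated cells in low-serum medium and 100% = 10% serum control; some compounds called inactive have numbers as strong as hits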
NALP3 yeast inh: blocks the NALP3 inflammasome reconstituted in yeast. Yeast reconstituted NLRP3/ASC/caspase-1, beta-gal luminescence, 24 h. 330,000 tested, 0.39% active. AID 2825. inhibition, % at 10 µM;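 active = inhibition of 50% or more; inactive = inhibition below 50%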;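 also: plate controls were induced DMSO wells for no effect and uninduced yeast grown without galactose for full effect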
A3A deaminase: blocks human APOBEC3A ssDNA deamination; recombinant A3A, FAM/TAMRA ssDNA deamination fluorescence; inhibition, % at 20 µM; 330,000 tested, 0.41% active; AID 493011; P31941;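 active = at least 40% inhibition at 20 µM here, with at most 30% in a related deaminase screen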;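 also: plate controls were A3A with DMSO for no effect and wells lacking A3A enzyme for full effect; some results filed as inactive read as strong as hits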
Target sequence (P31941 whole entry, looked up): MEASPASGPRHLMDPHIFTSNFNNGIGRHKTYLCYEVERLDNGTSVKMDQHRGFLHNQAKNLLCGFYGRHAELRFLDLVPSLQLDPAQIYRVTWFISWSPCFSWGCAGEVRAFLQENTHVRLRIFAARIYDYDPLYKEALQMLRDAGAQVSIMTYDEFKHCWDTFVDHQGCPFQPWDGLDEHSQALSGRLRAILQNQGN
* = called active by the depositor; . = not tested or not shown. The list is partial (hit frequency here may not be typical).

SMILES	hIAP block	mIAP act	hIAP activ	APOBEC3G inh	SENP1 FRET inh	mIAP block	beta cell repl	NALP3 yeast inh	A3A deaminase
COc1ccc(N2CCN(C3CCCN(Cc4cccc(C)c4)C3)CC2)cc1 (configuration not stated)	-4	1.1	1	0	-3	-6	0	19	-2
CCOc1ccccc1C(=O)N[C@H](C(=O)NCc1ccccc1)C(C)C	-13	0.97	1.1	-11	-1	3	2	4	2
Cc1ccc(C)c(OCc2cc(C(=O)N3C[C@@H](C)O[C@@H](C)C3)no2)c1	8	1	0.92	-3	1	-1	1	25	2
CCOC(=O)C1=C(O)C(=O)NC(c2ccccc2)=C(OCC)C1	11	0.97	0.89	8	17	3	0	12	-1
CC(=O)Nc1ccc(NC(=O)c2nc(-c3ccccc3)oc2C)cc1	-8	0.87	1.1	-7	3	13	1	24	-2
O=C(O)CC1SC(=O)N(CC(=O)c2ccccc2)C1=O (configuration not stated)	-3	1	1	-6	2	-2	-1	22	-5
COc1ccc(CNC(=O)C2CCN(S(=O)(=O)c3ccccc3)CC2)cc1	-16	1	1.2	-6	0	-1	6	-1	-5
COc1ccc(OC)c(/C=C/C(=O)N2CCCc3ccccc32)c1	-1	0.91	1	-5	-1	9	-3	23	4
Cc1cc(NC(=O)c2cc(-c3ccc(Br)cc3)on2)no1	-10	1	1.1	-7	1	-4	-2	3	-1
CCOC(=O)c1cccc(NC(=O)c2ccc3c(c2)C(=O)N(CC2CCCO2)C3=O)c1 (configuration not stated)	-14	1	1.1	-6	0	-2	0	-8	-1
COCCNC(=O)Nc1ccc2nc(C)sc2c1	-10	1	1.1	5	-30	-2	-2	20	4
COC(=O)c1ccc2ccn(CC(=O)NC(C)C)c2c1	10	1	0.9	13	-1	-1	-1	6	74*
CN(C)c1nc(N(C)C)nc(N(C)C)n1	4	1	0.96	-6	2	-4	3	-2	-6
CC/C(=N\OC(=O)c1ccc(OC(C)C)cc1)c1ccc(C)cc1	2	0.94	0.98	-1	4	6	-3	6	0
N/C(=N\c1nc2ccccc2o1)NC(=O)c1ccccc1F	3	1.1	0.97	-7	7	-12	-1	10	-4
Cc1onc(-c2ccccc2Cl)c1C(N)=O	21	1	0.79	1	2	-4	2	12	1
COc1ccc(CNC(=O)COC(=O)c2ccc(S(=O)(=O)N3CCOCC3)cc2)cc1	-4	1	1	-3	1	-1	-2	21	0
Cc1ccc(OCCCC(=O)NC2CCCCC2)cc1	11	1	0.89	-3	-3	-5	-2	23	-2
O=C(CNC(=O)C(c1ccccc1)c1ccccc1)N/N=C\c1ccc2c(c1)OCO2	-5	1	1.1	-4	2	0	0	21	2
COC(=O)Nc1c(C)n(C)n(-c2ccccc2)c1=O	4	0.89	0.96	1	1	11	-2	25	-1
CN1CCN(C(=O)c2ccc(-n3cccc3)cc2)CC1	-6	1	1.1	-2	3	-4	-1	0	1
COc1cc(NC(=O)c2cc(-c3ccccc3Cl)on2)cc(OC)c1OC	11	0.96	0.89	1	1	4	-3	39	-1
CCc1ccc(NC(=O)C(C)OC(=O)c2cc(=O)[nH]c3ccc(S(=O)(=O)Nc4ccc(F)cc4)cc23)cc1 (configuration not stated)	12	0.96	0.88	-3	3	4	1	16	1
Cc1ccc(C(=O)NNC2=Nc3cccc4cccc2c34)cc1	-42	0.86	1.4	-4	-26	14	-5	-2	6
O=C(COC(=O)c1ccc(F)cc1F)Nc1ccc(Cl)cn1	-6	0.96	1.1	-5	1	4	-2	10	-2
Cc1ccc(C(=O)COC(=O)CSc2cccc3cccnc23)c(C)c1	-14	0.94	1.1	2	4	6	-2	7	0
CSCCC(N=C1NS(=O)(=O)c2ccccc21)C(=O)N1CCCC(C(N)=O)C1 (configuration not stated)	0	0.94	0.99	-7	1	6	0	16	-4
COC(=O)c1ccc(Nc2nc(C)cc(C)n2)cc1	-4	0.99	1	2	0	1	2	15	1
O=S(=O)(c1ccc(=S)[nH]c1)N1CCCC1	-7	1	1.1	36	1	-1	-2	11	-5
Cc1cccc(-c2nnc3sc(-c4ccccc4C)nn23)c1	9	0.9	0.91	-4	2	10	-5	18	-3
C/C(=N\OC(=O)c1ccc(F)cc1)c1sc(-c2ccccc2)nc1C	-22	0.9	1.2	-1	2	10	-3	7	0
CCN(CC)C(C(=O)NC1CCCCC1)c1ccc(C)cc1 (configuration not stated)	13	0.95	0.87	-9	2	5	-3	7	0
COc1ccc2nc(N3CCCC(C(=O)NCCCN4C(C)CCCC4C)C3)sc2c1 (configuration not stated)	-24	1.1	1.2	-5	-6	-5	0	25	-1
Cc1cccc(SCc2noc(C(=O)NC(C)C)c2C(=O)O)c1	-28	1	1.3	-12	1	-2	0	12	-6
O=c1ccc2cc(S(=O)(=O)N3CCN(c4ccccc4)CC3)ccc2o1	14	1	0.86	-4	-1	0	-2	-3	-4
O=c1[nH]c(=O)n(-c2cc(Br)c(O)c(Br)c2)cc1Br	15	0.98	0.85	-9	3	2	0	14	-7
Cc1nnc(NC(=O)c2sc3ccccc3c2Cl)s1	-4	0.97	1	-6	-3	3	-7	12	-3
O=C(O)c1cccc(CSc2nnc(-c3ccco3)o2)c1	-3	1	1	-4	0	-3	1	14	-1
Cc1cc(C(=O)COC(=O)/C=C/c2cccc(F)c2)c(C)n1C	9	1	0.91	-2	0	-1	-2	31	7
COc1ccccc1C(=O)NCC(=O)N/N=C/c1cccc(Cl)c1	-12	0.88	1.1	-7	0	12	-1	1	-3
O=C(Cn1ncc2c3ccccc3n(Cc3ccccc3)c2c1=O)NCCCN1CCCC1=O	-6	0.95	1.1	-7	0	5	5	-3	-2
CCCCOc1ccc(N(CC(=O)NCCOC)C(=O)CCC(=O)Nc2ccccn2)cc1	-8	1	1.1	-4	2	-3	-2	15	-2
COc1ccc(NC(=O)C2CCN(C(=O)c3cccs3)CC2)c(OC)c1	1	0.91	0.99	-1	1	9	1	3	2
COc1ccc([C@H]2CC(=O)C=C(c3cc(C)ccc3OC)C2)cc1	11	0.93	0.89	-4	0	7	-6	11	0
COC(=O)c1cccc(COC(=O)c2ccccc2NC(=O)c2ccco2)c1	-2	0.98	1	0	3	2	-1	-7	5
CC(O)[C@H]1CNC(=O)C(=O)N1CCC12CC3CC(CC(C3)C1)C2 (some centres not stated)	14	0.95	0.86	-3	2	5	-1	5	-1
Cc1c(C(=O)Nc2ccc3c(c2)OCCO3)oc2ccc(Br)cc12	10	0.99	0.9	-2	3	1	4	22	0
CCCCCCc1c(C)[nH]c2nc3ccccc3n2c1=O	-28	1	1.3	-4	2	0	1	22	2
CC(=O)c1c(C)[nH]c(C(=O)N2CC(C)CC(C)C2)c1C (configuration not stated)	9	1.1	0.91	2	1	-7	-3	-5	3
CCOc1ccccc1NC(=O)c1cc(CC(C)C)oc1C	-13	0.98	1.1	-2	-1	2	-4	-16	0
CCC(Sc1ncnc2c1c(-c1ccccc1)cn2-c1ccc(OC)cc1)C(=O)OC (configuration not stated)	1	0.88	0.99	-8	-1	12	0	11	-1
Cc1ccc(C)n1-c1sc2c(c1C#N)CCCC2	9	1.1	0.91	2	-2	-6	-3	-7	1
Nc1c(Cl)cc(C2=NCCn3c2c2ccccc2[n+]3[O-])cc1Cl	20	1	0.8	-9	0	-4	1	15	-3
O=c1[nH]c2ccc(Cl)cc2c(-c2ccccc2)c1N1CCN(CCO)CC1	19	0.9	0.81	-3	2	10	-6	0	-2
O=C(Cn1cnc2c(nnn2-c2ccccc2)c1=O)N1CCCc2ccccc21	8	0.92	0.92	-4	0	8	-1	25	-5
O=C(NCCS(=O)(=O)NCCc1ccccc1)c1ccccc1	8	1.1	0.92	-7	2	-11	-1	19	0
CNC(=S)NCCc1cc2c(OC)ccc(OC)c2[nH]c1=O	21	0.95	0.79	-5	2	5	-4	-6	-3
CC(Oc1ccc2c(-c3ccccc3)cc(=O)oc2c1)C(=O)NCC(O)c1ccccc1 (configuration not stated)	26	1.1	0.74	3	-3	-6	1	15	1
O=C(C/C=N/OCc1ccccc1F)c1cnc(-c2ccc(Cl)cc2)s1	-23	0.98	1.2	-5	-4	2	-4	9	-2
COc1ccc(-c2nc(C#N)c(NCc3ccc(C)cc3)o2)cc1OC	-11	1.1	1.1	-7	0	-5	6	19	-3

Following part:
SMILES	hIAP block	mIAP act	hIAP activ	APOBEC3G inh	SENP1 FRET inh	mIAP block	beta cell repl	NALP3 yeast inh	A3A deaminase
O=C(CSc1nnc(-c2ccccc2O)n1Cc1ccccc1)NNC(=O)c1ccccc1O	-146	0.8	2.5*	-8	1	20	-4	-15	-1
CN(Cc1ccccc1)S(=O)(=O)c1ccc(NC(=O)c2ccccc2C(=O)O)cc1	-7	1.1	1.1	-8	-1	-8	-2	-1	-6
Cc1nn(CC(=O)Nc2cc(S(=O)(=O)N(C)C)ccc2Cl)c(C)c1[N+](=O)[O-]	-7	1	1.1	-9	-1	0	0	6	-4
Clc1ccc2nc3ccccn3c2c1	-8	1	1.1	-1	-9	-3	0	31	-1
COCCCNC(=O)C1CCN(c2ncccn2)CC1	8	1.1	0.92	0	2	-9	3	10	1
Cn1cccc1Cc1nnc(SCC(=O)Nc2cccc(F)c2)n1-c1ccc(F)cc1	0	0.95	1	-9	-2	5	-3	11	-2
O=S1(=O)C=C(SCc2ccc(F)cc2)Nc2ccccc21	-7	1.2	1.1	4	0	-23	-1	14	2
O=C(CN1CCN(c2ccccn2)CC1)Nc1nc2ccccc2s1	-9	0.98	1.1	-7	-1	2	0	9	-9
Cc1cc(C(=O)O/N=C(\N)c2ccncc2)ccc1[N+](=O)[O-]	5	0.99	0.95	-4	1	1	-1	-51	1
COc1ccccc1NC(=O)Cc1nnc(SCC(=O)Nc2ccccc2F)n1C	-3	1	1	-6	1	-3	-2	-8	3
O=C(O)Cc1cc2c(s1)CCCCC2	0	0.98	1	3	2	2	-2	14	3
O=C(COc1ccc(Cl)cc1Cl)N(C1CCCCC1)C1CCS(=O)(=O)C1 (configuration not stated)	-2	1	1	-3	0	-2	-1	12	-1
N#Cc1c(NC(=O)CSc2ncn[nH]2)sc2c1CCCC2	-17	0.89	1.2	-1	3	11	2	0	-1
O=C(/C=C/c1ccco1)N1CCN(S(=O)(=O)c2cccc([N+](=O)[O-])c2)CC1	-3	1.1	1	23	-1	-11	0	12	65*
CCCC1CC(=O)OC1(C)C(=O)CSc1n[nH]c(-c2ccccc2)n1 (configuration not stated)	-5	1	1	3	.	0	-3	2	4

Compound profiles, from the list above. Order of screens: hIAP block	mIAP act	hIAP activ	APOBEC3G inh	SENP1 FRET inh	mIAP block	beta cell repl	NALP3 yeast inh	A3A deaminase
Results for COC(=O)c1ccc(Nc2nc(C)cc(C)n2)cc1 → -4	0.99	1	2	0	1	2	15	1
Results for CCCCOc1ccc(N(CC(=O)NCCOC)C(=O)CCC(=O)Nc2ccccn2)cc1 → -8	1	1.1	-4	2	-3	-2	15	-2
